AI-2 QS modul: Vibrio harveyi AI-2 quorum sensing modulation; activity change, % at 7.5 µM; Vibrio harveyi JMH597 AI-2 luminescence/OD600 ratio, 9 h; hits give low values; strain lacks LuxN and CqsS sensors; 0 = neutral-control median; AID 2094; hit rate 0.4% among 300,000; in the data active = activity change below about -75%, passing the limit was not always enough; inconclusive = no clear call, values can overlap the other calls;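 note: luminescence divided by OD600 gain over 9 h not by final OD600 alone; inactives centre near 13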
HDAC3 inh: blocks human histone deacetylase 3. AID 2718. recombinant HDAC3, fluorogenic peptide/trypsin coupled, fluorescence. inhibition, % at 8.3 µM. hit rate 0.15% among 320,000; in the data active = inhibition above about 26%, passing the limit was not always enough; inconclusive = no clear call, values can overlap the other calls
Target sequence (O15379 whole entry, looked up): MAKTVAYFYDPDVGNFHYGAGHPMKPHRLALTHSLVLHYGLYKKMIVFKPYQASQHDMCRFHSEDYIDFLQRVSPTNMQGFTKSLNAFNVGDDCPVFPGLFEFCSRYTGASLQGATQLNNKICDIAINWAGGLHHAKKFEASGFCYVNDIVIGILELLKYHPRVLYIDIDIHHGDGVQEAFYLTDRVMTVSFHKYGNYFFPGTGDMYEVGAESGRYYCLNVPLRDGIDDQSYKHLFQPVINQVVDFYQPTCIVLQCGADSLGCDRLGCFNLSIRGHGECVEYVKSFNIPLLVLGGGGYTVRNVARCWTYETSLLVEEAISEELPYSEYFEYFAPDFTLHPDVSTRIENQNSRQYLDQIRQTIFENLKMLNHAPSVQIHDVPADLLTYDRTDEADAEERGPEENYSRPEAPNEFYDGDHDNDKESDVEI
GSK3B inh: inhibitors of human GSK3beta kinase; P49841; GST-GSK3beta kinase, ADP-Glo luminescence, 60 min; hits give low values; activity score (negative = inhibition), % at 10 µM; hit rate 0.038% among 300,000;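 active = more than half of replicate wells score below -50%, meaning over 50% inhibition versus plate controls; inconclusive = some replicates but at most half score below -50%; inactive = no replicate scores below -50%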;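 note: 0% = median DMSO wells and -100% = median GW8510 positive control wells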
Target sequence (P49841 whole entry, looked up): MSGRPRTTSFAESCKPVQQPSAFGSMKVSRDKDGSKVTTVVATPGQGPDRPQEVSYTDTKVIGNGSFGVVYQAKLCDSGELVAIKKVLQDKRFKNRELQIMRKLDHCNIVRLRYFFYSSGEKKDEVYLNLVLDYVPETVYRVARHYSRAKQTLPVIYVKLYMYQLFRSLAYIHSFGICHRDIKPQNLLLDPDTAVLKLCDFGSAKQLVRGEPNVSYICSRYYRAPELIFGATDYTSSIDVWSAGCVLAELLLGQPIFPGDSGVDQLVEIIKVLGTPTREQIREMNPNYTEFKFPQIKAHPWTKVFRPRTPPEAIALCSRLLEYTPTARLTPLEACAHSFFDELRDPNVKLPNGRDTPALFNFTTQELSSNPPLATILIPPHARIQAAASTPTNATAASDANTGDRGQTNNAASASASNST
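Test system – GST-tagged human GSK3beta kinase, cell-free · Incubation – 60 min enzyme reaction, room temperature · Signal – ADP-Glo luminescence · Also added – peptide substrate and ATP at 25 µM · Controls – DMSO neutral wells and GW8510 at 20 µM as positive · Buffer or medium – Tris/MgCl2 kinase buffer · Measure – Luminescence-derived activity versus plate DMSO and GW8510 wells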
HSF-1 act: increases HSF-1 driven luciferase reporter signal; activation, % at 9 µM; hit rate 1.7% among 300,000; AID 504408; NIH3T3-HGL HSF-1 luciferase reporter, MG132, 8 h; 100% = twice DMSO control signal;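 active = mean replicate activation of at least 50% with a set share of replicates each reaching 50%; inconclusive = only one of those two conditions met; inactive = mean below 50% and too few replicates reaching it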;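 note: 0% = median of the neutral control wells and 100% = twice that signal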
HSP90 inh: blocks HSP90-mediated luciferase refolding in reticulocyte lysate; Rabbit reticulocyte lysate, luciferase refolding luminescence, 3 h; inhibition, % at 5.6 µM; hit rate 0.91% among 290,000; AID 1789;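 active = inhibition above the screen-wide mean plus 3 SD, computed separately per campaign, cut at about 16% in these data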;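 note: 0% = DMSO wells and 100% = 60 µM geldanamycin wells; inhibitors lower the luminescence because luciferase stays unfolded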
Platelet DG rel: modulates dense granule release in human platelets. hit rate 0.22% among 300,000. inhibition, %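 (compounds screened at 7.5 µM in platelet-rich plasma)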. AID 1663. human platelet-rich plasma, SFLLRN dense granule ATP release, luminescence;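 active = mean replicate score, as percent of positive control, at or above 50; inconclusive = mean below 50 but at least one replicate at or above 50; inactive = mean and every replicate below 50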
DYRK1A inh: Dyrk1A (rat) kinase inhibition | ADP-Glo luminescence, NFATc1 peptide | Q63470 | hit rate 0.43% among 310,000 | inhibition, % at 12.5 µM; in the data active = inhibition above about 50%;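 note: plate controls were vehicle with enzyme for no effect and no enzyme for full effect; many of its hits are not listed in these tables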
GSK3A inh: inhibitors of human GSK-3 alpha kinase. ADP-Glo luminescence, 60 min. inhibition, % at 10 µM. hit rate 0.1% among 320,000. AID 2650;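 in the data active = inhibition above about 50%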;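 note: GST-tagged GSK-3 alpha with peptide substrate and 25 µM ATP; 0% = DMSO neutral wells and 100% = GW8510 positive control wells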
PolyA inhibitor: inhibitors of polyadenylation in S. cerevisiae. AID 1875. calls only at 12 µM. S. cerevisiae SKY197-pL101 polyadenylation reporter, beta-gal luminescence; efflux-impaired pdr1/pdr3 knockout yeast; score 100 = 6 SD above DMSO. hit rate 0.02% among 300,000;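 active = lowest replicate activity score at least 50, where 100 means six control SD above control mean; inconclusive = lowest score under 50 but half or more replicates reach 50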;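 note: yeast exposed to compound for 9 h at 30 °C; higher score means more reporter readthrough which indicates perturbed polyadenylation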
HSF1 inh: HSF1 inhibition | AID 2098 | NIH3T3-HGL HSE-luciferase, MG132-induced, luminescence 8 h; hits give low values | hit rate 0.77% among 300,000 | activity change, negative = inhibition, % at 7.5 µM (by protocol);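 active = more than half of replicate wells show activity change below -50%, luminescence cut by over half; inconclusive = some wells, but at most half, below -50%; inactive = no replicate well below -50%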;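 note: luciferase reports HSF-1 transcriptional activity via heat shock element; 0% = median of DMSO wells and -100% = zero luminescence signal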
* marks the source's active call; other numbers are inactive results; i = inactive; ? = inconclusive; / = not tested or not shown. Some of the compounds tested (hit frequency here may not be typical).

SMILES | AI-2 QS modul | HDAC3 inh | GSK3B inh | HSF-1 act | HSP90 inh | Platelet DG rel | DYRK1A inh | GSK3A inh | PolyA inhibitor | HSF1 inh
Cc1nc2cc(-c3ccc(Br)cc3)[nH]n2c(=O)c1Cl | 6.2 | 1.2 | 1.5 | 0.8 | -1.8 | 0.2 | -2.7 | -4.4 | i | 15.3
O=C(OCc1cc(=O)n2c(n1)sc1ccccc12)c1cccc(O)c1 | 18.3 | 1.2 | -1.3 | 1.9 | -5.2 | 1.8 | 4.3 | 0.2 | i | 0.4
Cc1onc(-c2ccccc2)c1C(=O)OCCOc1ccc([N+](=O)[O-])cc1[N+](=O)[O-] | 2.6 | -2.4 | -0.9 | 15.4 | 2.5 | -0.9 | 0.0 | -1.3 | i | 6.0
CCOc1ccc(OCc2ccc(C(=O)O)o2)cc1 | 22.6 | 4.8 | 0.8 | -3.4 | 89.7* | 1.1 | -0.4 | / | i | -6.6
CC(C)(C)c1nc(S(=O)(=O)c2ccc(Cl)cc2)c(N2CCOCC2)o1 | 4.3 | 0.4 | -0.1 | 28.0 | 3.4 | -2.7 | -5.8 | 0.7 | i | 0.7
CC(=O)c1c(C)[nH]c(C(=O)Nc2ccc(Cl)cc2)c1C | 11.0 | -5.4 | -0.8 | 32.0 | -5.0 | -24.9 | 4.4 | -0.8 | i | 18.1
Cc1ccc(NC2=CC(=O)OC(C)C2)cc1 (stereo not given) | 9.1 | -4.3 | -1.7 | 5.0 | -1.6 | 16.8 | 1.9 | / | i | 4.6
O=C(NNC(=O)c1cnccn1)c1ccc(Cl)cc1 | -11.5 | / | -0.3 | 4.6 | 2.9 | -4.3 | 0.8 | 0.5 | i | -0.2
Cc1cccc(-c2nnc(-c3ccc(N)cc3)o2)c1 | 10.3 | 1.1 | 1.6 | 1.9 | 6.5 | -2.2 | 1.3 | 0.8 | i | 13.4
CCCCOC(=O)c1ccc(Nc2ncnc3nc[nH]c23)cc1 | 7.0 | 2.4 | -0.9 | 13.5 | -5.5 | 27.6 | 0.0 | -0.4 | i | 7.5
CCOC(=O)N1CCN(C(=O)C2CCN(S(=O)(=O)c3ccc(C)cc3)CC2)CC1 | 21.7 | -5.3 | -2.4 | -2.5 | 2.0 | -5.9 | 2.0 | -1.0 | i | -8.2
CCC1CSC(Nc2ccc(C(=O)/C=C/c3ccc(Br)cc3)cc2)=N1 (stereo not given) | 3.2 | 5.2 | 2.7 | 24.6 | 2.3 | 2.7 | 4.9 | / | i | 2.5
CCCN(CC(=O)Nc1ccccc1C)CC(=O)Nc1ccc(Br)cc1F | 5.4 | 0.8 | 1.7 | 37.2 | 4.8 | 0.0 | -2.6 | 1.7 | i | 10.4
O=C(Nc1ccccc1)C1=C[C@H](c2ccc(C(F)(F)F)cc2)C[C@H](OCc2ccc(CO)cc2)O1 | 36.8 | 17.0 | 5.4 | -4.9 | / | -0.7 | / | -0.8 | i | 6.0
O=C(Nc1nnc(C2CC2)s1)c1ccco1 | 24.7 | 4.4 | -0.1 | 1.2 | 2.6 | 3.4 | 5.5 | 3.1 | i | -13.1
CC(OC(=O)/C(C#N)=C/c1ccc(N(C)C)cc1)C(=O)N(C)c1ccccc1 (stereo not given) | 31.8 | 14.9 | -1.2 | 21.8 | / | -4.7 | 1.5 | -2.5 | i | 8.6
CSc1cccc(NC(=O)c2cc(S(=O)(=O)N3CCCCC3)c[nH]2)c1 | 10.5 | -1.6 | 0.5 | 5.0 | -2.9 | -6.7 | 1.5 | -1.5 | i | -1.2
CC(C)CN(C(=O)CCc1ccccc1Cl)c1c(N)n(Cc2ccccc2)c(=O)[nH]c1=O | 16.5 | 0.8 | 0.4 | 2.4 | / | -2.1 | -5.3 | -4.9 | i | 0.7
C(=C\c1ccncc1)/c1ccccc1 | 9.4 | / | -3.3 | -33.0 | -0.3 | 11.4 | 5.3 | -0.6 | i | ?
Cc1onc(-c2ccccc2Cl)c1C(=O)OCC(=O)Nc1cccc(S(=O)(=O)N2CCOCC2)c1 | 7.4 | 1.7 | -1.0 | 37.3 | 2.0 | 3.0 | 2.7 | 0.7 | i | 5.5
CCOCCCNC(=O)c1ccc(OC2CCN(C(C)=O)CC2)c(OC)c1 | 9.2 | -9.2 | -0.8 | -8.3 | -0.8 | -6.3 | 10.6 | -4.9 | i | -0.2
Cc1cc(NC(=O)CSc2nnc(NCc3ccccc3)s2)no1 | 22.7 | -5.2 | 3.3 | 5.8 | 5.7 | -13.4 | 3.9 | 0.5 | i | -4.8
COc1ccc(-c2nc(C3CCCCC3)no2)cc1OC | -0.9 | 3.0 | 3.9 | 81.0* | -0.5 | -1.8 | 1.1 | -2.0 | i | 36.2
Cc1ccc(OCC(=O)NC(=S)Nc2cccc(NC(=O)c3ccccc3Cl)c2)cc1 | 23.7 | 0.5 | 2.6 | 32.8 | 1.1 | 2.7 | -7.5 | -2.0 | i | 9.4
N#CCc1nn(-c2ccccc2)c(N)c1C#N | 25.1 | 2.1 | -1.9 | 11.9 | -3.1 | -1.1 | -2.7 | 2.0 | i | -5.8
CCOC(=O)c1ccc(NC(=O)CCC2COc3ccccc3O2)cc1 (stereo not given) | -24.5 | 6.0 | 1.4 | 11.8 | 0.6 | -8.0 | 10.1 | -6.3 | i | -1.2
CCc1ccccc1NS(=O)(=O)c1cc(C)ccc1OC | 24.5 | 2.7 | 1.6 | 3.0 | 2.7 | 2.3 | 1.4 | -3.3 | i | 0.6

Another view of some results above:
Values in the order: AI-2 QS modul, HDAC3 inh, GSK3B inh, HSF-1 act, HSP90 inh, Platelet DG rel, DYRK1A inh, GSK3A inh, PolyA inhibitor, HSF1 inh
- CC(OC(=O)/C(C#N)=C/c1ccc(N(C)C)cc1)C(=O)N(C)c1ccccc1 (stereo not given)
  31.8, 14.9, -1.2, 21.8, /, -4.7, 1.5, -2.5, i, 8.6
- CSc1cccc(NC(=O)c2cc(S(=O)(=O)N3CCCCC3)c[nH]2)c1
  10.5, -1.6, 0.5, 5.0, -2.9, -6.7, 1.5, -1.5, i, -1.2
- CC(C)CN(C(=O)CCc1ccccc1Cl)c1c(N)n(Cc2ccccc2)c(=O)[nH]c1=O
  16.5, 0.8, 0.4, 2.4, /, -2.1, -5.3, -4.9, i, 0.7
- C(=C\c1ccncc1)/c1ccccc1
  9.4, /, -3.3, -33.0, -0.3, 11.4, 5.3, -0.6, i, ?
- Cc1onc(-c2ccccc2Cl)c1C(=O)OCC(=O)Nc1cccc(S(=O)(=O)N2CCOCC2)c1
  7.4, 1.7, -1.0, 37.3, 2.0, 3.0, 2.7, 0.7, i, 5.5
- CCOCCCNC(=O)c1ccc(OC2CCN(C(C)=O)CC2)c(OC)c1
  9.2, -9.2, -0.8, -8.3, -0.8, -6.3, 10.6, -4.9, i, -0.2
- Cc1cc(NC(=O)CSc2nnc(NCc3ccccc3)s2)no1
  22.7, -5.2, 3.3, 5.8, 5.7, -13.4, 3.9, 0.5, i, -4.8
- COc1ccc(-c2nc(C3CCCCC3)no2)cc1OC
  -0.9, 3.0, 3.9, 81.0*, -0.5, -1.8, 1.1, -2.0, i, 36.2
- Cc1ccc(OCC(=O)NC(=S)Nc2cccc(NC(=O)c3ccccc3Cl)c2)cc1
  23.7, 0.5, 2.6, 32.8, 1.1, 2.7, -7.5, -2.0, i, 9.4

Compound activity as filed in PubChem.
